Assay outcomes deposited in PubChem by National Center for Advancing Translational Sciences (NCATS).
Pf growth 48h: inhibits P. falciparum growth in the first generation, 48 h. P. falciparum luciferase growth in erythrocytes, 48 h. Potency, µM (top dose mostly 28.7 µM), inactives show at the highest dose activity change, negative = inhibition, most hits filed as inhibitors. hit rate 5.9% among 310,000; note: potency is the fitted concentration of half-maximal effect; % is set by controls: 0 for no effect and ±100 for the full control effect
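Luciferase-expressing P. falciparum in infected erythrocytes (2% hematocrit, 0.1% parasitemia final) in RPMI 1640/0.5% Albumax were exposed to compound for 48 hours at 37 C, 5% CO2; growth read as luminescence.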
Tb PYK inh: blocks Trypanosoma brucei pyruvate kinase. TbPYK enzyme, Kinase-Glo Plus ATP luminescence, 45 min. Q57TT1. hit rate 0.12% among 410,000. Potency, µM (highest dose often 76.8 µM), for inactives: top-dose activity, negative = inhibition, most hits filed as inhibitors; note: potency is the fitted concentration of half-maximal effect; % is set by controls: 0 for no effect and ±100 for the full control effect; nearly all actives have a fitted effect of over 50% in size
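Assay buffer: 50 mM TEA pH 7.2, 100 mM KCl, 10 mM MgCl2, 0.05% BSA, 0.01% Tween-20. Pyruvate kinase from T. brucei plus substrate met compound, then ADP (130 uM final). Luminescence was read post 45 min RT.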
Cycloheximide cs: counter-screen for Shiga toxin inhibitors: cycloheximide protein synthesis inhibition | max response, % | AID 2314 | cell reporter, cycloheximide protein synthesis inhibition counterscreen | hit rate 12% among 300,000; in the data active = max response mostly above about 13%, no sharp cut-off; inactive = mostly below about 14%; note: read at 38.3 µM for the half of the compounds with a filed dose; 0% is about no effect
Pf growth 96h: P. falciparum growth inhibition at 96 hours | Potency, µM (doses to about 28.7 µM), for the others: at the highest dose activity change, negative = inhibition, hits mostly inhibitors | hit rate 6.9% among 320,000 | P. falciparum luciferase reporter growth, 96 h | AID 504834; note: potency is the fitted concentration of half-maximal effect; % is set by controls: 0 for no effect and ±100 for the full control effect
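Parasite growth measured via integrated firefly luciferase reporter in P. falciparum. Infected erythrocytes at 2% hematocrit, 0.05% parasitemia final were treated 96 hours at 37 C under 5% CO2, and luminescence was read.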
LmPK inhibitor: inhibitors of Leishmania mexicana pyruvate kinase. purified LmPK, Kinase-Glo ATP luminescence, 1 h. Potency, µM (doses to about 57.5 µM), inactives show at the top dose activity change, negative = inhibition, actives largely listed as inhibitors. hit rate 0.37% among 290,000; note: potency is the fitted concentration of half-maximal effect; % is set by controls: 0 for no effect and ±100 for the full control effect
Target sequence (Q27686 whole entry, looked up): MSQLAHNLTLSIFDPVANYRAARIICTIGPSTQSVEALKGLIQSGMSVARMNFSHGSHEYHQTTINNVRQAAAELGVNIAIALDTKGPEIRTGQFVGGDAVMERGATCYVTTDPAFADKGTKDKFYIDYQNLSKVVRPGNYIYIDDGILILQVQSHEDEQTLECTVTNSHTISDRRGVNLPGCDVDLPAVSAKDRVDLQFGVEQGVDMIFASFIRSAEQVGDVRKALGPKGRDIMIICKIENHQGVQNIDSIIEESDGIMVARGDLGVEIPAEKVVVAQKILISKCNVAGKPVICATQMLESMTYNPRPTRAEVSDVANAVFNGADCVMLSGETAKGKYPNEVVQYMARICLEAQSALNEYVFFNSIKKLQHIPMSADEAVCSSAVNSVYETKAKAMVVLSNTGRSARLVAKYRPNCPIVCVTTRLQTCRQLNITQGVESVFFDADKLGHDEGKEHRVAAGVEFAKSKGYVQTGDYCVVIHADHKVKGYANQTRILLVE
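Purified LmPK (0.1 nM) with 0.5 mM PEP and 0.1 mM ADP in imidazole buffer pH 7.2 with MgCl2/KCl, 1 h at room temperature. ATP formed was read by luciferase luminescence and normalized to no-enzyme and uninhibited controls.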
Shiga inhibitor: Shiga toxin inhibition; Vero cells, Shiga toxin protein synthesis inhibition reporter; inhibition, % at 38.7 µM; hit rate 9.2% among 290,000; AID 2315; in the data active = inhibition mostly above about 28%, no sharp cut-off; inactive = mostly below about 43%; note: 0% is about no effect
HCV inh: blocks hepatitis C virus | Potency, µM (titrated, usually from 41.8 µM), for inactives: at the highest dose activity change, negative = inhibition, usual class: inhibitors | Huh7.5.1 HCVcc-Cre infection, luciferase reporter, 44 h | hit rate 3.4% among 340,000; note: potency is the fitted concentration of half-maximal effect; % is set by controls: 0 for no effect and ±100 for the full control effect
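Compounds are dispensed onto cells plated 4 h earlier at 1,000 per well, with HCVcc-Cre virus (about 0.5 moi) added next. Following 44 h of culture, luminescent signal is measured for 15 sec after 15 min with substrate at room temperature.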
The depositor's hits bear a star; i = inactive; ? = inconclusive; · = not tested or not shown; + = active, no number; & = joins results of further samples; [ ] = remark or other dose. Unless noted, calls come from the whole dose curve; as a rule, active = well fitted curve in the direction sought with a large enough effect; inconclusive = small, poorly fitted or top-dose-only effect, or another doubt; inactive = no such curve, though single readings can be large; an effect the other way counts as inactive or inconclusive.

SMILES	Pf growth 48h	Tb PYK inh	Cycloheximide cs	Pf growth 96h	LmPK inhibitor	Shiga inhibitor	HCV inh
COc1ccc(C[C@H]2CN3C(=NC[C@@H]3Cc3ccccc3)N2CCNC(=O)CCC2CCCCC2)cc1	3.7µM*	-9%	-3	2.9µM*	2%	-24	-60%
COc1ccc(C)cc1NC(=O)CN1CCN(CC(=O)Nc2ccccc2F)CC1	-3%	-10%&0%	-2	-19%	3%	-7	-18%&-12%
CC1=C(C(=O)Nc2cccnc2)C(c2ccccn2)n2nnnc2N1 (stereo unspecified)	6%	·	-1	?	-9%	-10	12%
N#Cc1nc(-c2cccs2)oc1NCc1ccc2c(c1)OCO2	16%	2%	-3	-9%	8%	17	3%
CCOc1ccc(S(=O)(=O)N(C)c2ccc(OCC(=O)Nc3ccccc3F)cc2)cc1	-3%	-3%	·	?	·	·	?
COc1ccccc1N1CCN(CC(=O)NCCc2ccc(S(N)(=O)=O)cc2)CC1	0%	-11%	-4	-27%	1%	-1	14%
COc1ccc(-c2csc(Nc3ncccn3)n2)cc1C	93%[activator]	-11%	31*	16%	-9%	48*	4%
O=C(Cc1ccc(Br)cc1)N1CCN(C(=O)c2ccccc2)CC1	-22%	2%	·	-15%	·	·	1%
Cc1ccc(NC(=O)Cn2nnc(C(=O)NCc3cccs3)c2N)c(C)c1	19%	-4%	-2	?	0%	-1	-3%
Cc1ccc(C)c(Cn2nnc3c(=O)[nH]c(C4CCN(S(=O)(=O)c5ccc(S(=O)(=O)NC6CC6)cc5)CC4)nc32)c1	2.6µM*	3%	-1	-1%	1%	29	?
CC(NCC#Cc1ccccc1)C(O)c1ccccc1 (stereo unspecified)	?	-1%	-3	?	0%	-4	16%
CCN(CC)CC(=O)Nc1sc2c(c1C(=O)c1ccccc1OC)CCC2	?	-7%	-1	42%[activator]	6%	-7	?
N#Cc1nc(Cc2cccc3ccccc23)oc1NCc1ccc(F)cc1	?	-6%	-2	?	5%	-9	?
Cc1cccc(Sc2ccc([N+](=O)[O-])cn2)c1	0%	1%	-1	13%	2%	14	5%
COc1ccc(Cc2nnc(NC(=O)c3ccc(F)cc3)s2)cc1OC	?	-4%	1	-21%	8%	·	-4%
Cc1occc1-c1nnc(SCC(=O)N(C)C)o1	·	-4%	33*	54%[activator]	14%	54	21%
CCOC(=O)C1(CCOc2ccccc2)CCN(Cc2ccncc2)CC1	?	-4%	-6	?	2%	-9	?
CC(C)N1CCN(Cc2cccn2-c2nccs2)CC1CCO (stereo unspecified)	?	-2%	-3	?	1%	0	4%
CCn1c(=O)c(C(=O)NNS(=O)(=O)c2ccc(NC(=O)OC)cc2)c(O)c2ccccc21	18%	0%	-3	9%	1%	-9	10%
CC1CCN(CCCNC(=O)C2CCN(S(=O)(=O)N3CCCCC3)CC2)CC1	0%	-8%	-3	21%	0%	-9	10%

Part of the list above, with each value named:
Molecule: Cc1ccc(C)c(Cn2nnc3c(=O)[nH]c(C4CCN(S(=O)(=O)c5ccc(S(=O)(=O)NC6CC6)cc5)CC4)nc32)c1
  Pf growth 48h = 2.6µM* | Tb PYK inh = 3% | Cycloheximide cs = -1 | Pf growth 96h = -1% | LmPK inhibitor = 1% | Shiga inhibitor = 29 | HCV inh = ?
Molecule: CC(NCC#Cc1ccccc1)C(O)c1ccccc1 (stereo unspecified)
  Pf growth 48h = ? | Tb PYK inh = -1% | Cycloheximide cs = -3 | Pf growth 96h = ? | LmPK inhibitor = 0% | Shiga inhibitor = -4 | HCV inh = 16%
Molecule: CCN(CC)CC(=O)Nc1sc2c(c1C(=O)c1ccccc1OC)CCC2
  Pf growth 48h = ? | Tb PYK inh = -7% | Cycloheximide cs = -1 | Pf growth 96h = 42%[activator] | LmPK inhibitor = 6% | Shiga inhibitor = -7 | HCV inh = ?
Molecule: N#Cc1nc(Cc2cccc3ccccc23)oc1NCc1ccc(F)cc1
  Pf growth 48h = ? | Tb PYK inh = -6% | Cycloheximide cs = -2 | Pf growth 96h = ? | LmPK inhibitor = 5% | Shiga inhibitor = -9 | HCV inh = ?

Further compounds follow.
SMILES	Pf growth 48h	Tb PYK inh	Cycloheximide cs	Pf growth 96h	LmPK inhibitor	Shiga inhibitor	HCV inh
O=C(CSc1nc(-c2ccco2)cc(C(F)(F)F)n1)N1CCN(c2ccc(Cl)cc2)CC1	?	0%	-1	?	5%	2	?
CSc1nnc(CCNS(=O)(=O)c2ccccc2Br)n1C	15%	3%	15	0%	-5%	28	20%
Cc1cc(Cl)c(OCCOCCN2CCCC(C)C2)c(Br)c1 (stereo unspecified)	?	5%	-2	22%	-8%	29	?
CCN(C(=O)Cn1c(=O)oc2ccccc21)C1CCS(=O)(=O)C1 (stereo unspecified)	·	-7%	0	-8%	-2%	1	3%
Cc1cccnc1NC(=O)c1c(O)c2cccc3c2n(c1=O)CCC3	1%	-6%	-4	-4%	0%	-23	18%
CCCCCn1c(CN2CCN(C(=O)c3ccco3)CC2)nc2c1c(=O)n(C)c(=O)n2C	9.3µM*	-1%	-5	?	2%	-5	-1%
CN(C)CCCN(C(=O)c1cc(Cl)sc1Cl)c1nc2cc3c(cc2s1)OCO3	?	4%	5	?	-2%	13	?
O=C(O)c1ccc(NCCc2ccc(Cl)cc2)c([N+](=O)[O-])c1	-10%	-8%	-2	?	-1%	23	6%
COc1ccc(-c2ccc3c(c2)S(=O)(=O)c2cccc(C(=O)NC4CCCC4)c2C3=O)cc1OC	26%	-9%	·	40%[activator]	·	·	-3%
N/C(=N\OC(=O)c1cccc(Cl)c1)c1ccccn1	-13%	-20%	42*	-89%	14µM*	46	-5%
CCC(=O)Nc1nnc(C)s1	8%	2%	-3	i	-4%	15	-1%
C[C@H]1C(c2ccc(F)cc2)=NN(c2ccccc2)[C@@H]1CO	·	-1%	-1	·	·	i	-20%
CCOc1cc(/C=N/n2cnnc2)ccc1OS(=O)(=O)c1ccccc1	6%	-1%	-2	7%	4%	-3	?
CCN(CC)S(=O)(=O)c1ccc2c(c1)CC(C(=O)N1CCCC1)N2C(C)=O (stereo unspecified)	-15%	0%	-1	?	-5%	-11	16%
COc1ccc(C(=O)Nc2ccccc2)cc1S(=O)(=O)Nc1cc(C)on1	4%	-6%	-1	3%	4%	11	12%
Cc1ccc(S(=O)(=O)NCCOCCNS(=O)(=O)c2ccc(C)cc2)cc1	6%	-7%	-2	20%	-5%	-16	-6%
O=C(NCCC(=O)N(Cc1ccco1)Cc1cccs1)c1ccc(Br)cc1	?	-5%	·	?	·	·	?
CCCCn1c(N)c(N(CC(C)C)C(=O)c2cccc(S(=O)(=O)N3CCN(C)CC3)c2)c(=O)[nH]c1=O	3%	-12%	·	5%	·	·	38%[activator]
COc1ccc(NC(=O)C(NS(=O)(=O)c2ccc3c(c2)CCCN3C(C)=O)C(C)C)c(OC)c1 (stereo unspecified)	4%	-1%	7	-12%	-1%	9	6%
CC(/C=C/C(=O)c1ccc(C)cc1)=C\c1ccccc1	80%[activator]	3%	18*	156%[activator]	-1%	22	-7%
O=C(CN1C(=O)CCS(=O)(=O)c2ccccc21)NCCc1ccccc1	21%	2%	-6	23%	-2%	-2	11%
CC(OC(=O)CCCN=C1NS(=O)(=O)c2ccccc21)C(=O)NC1CCCCC1C (stereo unspecified)	55%[activator]	7%	11	-24%	-7%	-6	-5%
COc1cc(C(=O)NCCN2C(=O)S/C(=C\c3ccc(F)cc3)C2=O)ccc1OCC(=O)N1CCOCC1	0%	6%	-3	5%	2%	1	12%
S=C(Nc1ccc2nsnc2c1)N1CCCCC1	39%	-22%	11*	12%	-3%	42*	7%
Cc1ccc(CNC(=O)C2COc3ccccc3O2)cc1 (stereo unspecified)	26%	-1%	26*	35%[activator]	3%	35	15%
Nc1nc(SCC(=O)c2cccs2)n[nH]1	1%	-3%	13	?	7%	18	29%
Cc1ccc(Cl)c(OCC(=O)N(C)CC(=O)Nc2ccc(N3CCOCC3)cc2)c1	?	1%	·	0%	·	·	-14%
Cc1ccsc1/C=N/N1CCN(C2c3ccccc3-c3ccccc32)CC1	?	-5%	-1	174%[activator]	2%	-15	-7%
CC(C)C1Nc2ccc(S(=O)(=O)N3CCOCC3)cc2NC1=O (stereo unspecified)	14%	-2%	1	11%	4%	-6	1%
CC(=O)Oc1cc(C)cc2oc(=O)cc(-c3ccccc3)c12	16%	-8%	-2	76%[activator]	1%	·	7%
O=C1c2ccccc2NC2(CCCC2)N1N=C1CCCC1	17%	-7%	29*	10%	1%	74*	1%
Cc1ccc(SCCSc2ncccn2)cc1	194%[activator]	-5%	45*	175%[activator]	4%	39*	?
Cc1[nH]n2c(=O)c3c(nc2c1-c1cccc2ccccc12)CCC3	13%	0%	-1	8%	3%	31	-14%
O=C(O)c1ccc(NCc2nc3ccccc3n2CCOc2ccccc2Cl)cc1	?	2%&4%	-2	-5%	-3%	-4	12%
C=CCn1c(SCC(=O)NC2CCCC2)nnc1-c1ccccn1	-6%	3%	-2	8%	-1%	-3	·
CC(C)(C)CN1CCNC(=O)C1CC(=O)N1CCN(c2ccccc2)CC1 (stereo unspecified)	-2%	-1%	7	0%	-2%	16	2%
COCCN=c1scc(-c2cccs2)n1/N=C/c1ccc(O)c(O)c1O	9.3µM*	?	32*	4.1µM*	-7%	55*	?
COc1cc(OC)c(NC(=S)Nc2cc(Cl)cc(Cl)c2)cc1Cl	?	2%	-3	33%[activator]	1%	-9	?
CCN(CC(=O)NC(C)C)C(=O)Cc1ccc(C)c(C)c1	-7%	-5%	0	-11%	-4%	4	12%
Cc1ccc(OCc2cc(C(=O)N(C)Cc3cc(C4CC4)n[nH]3)no2)cc1C	-5%	2%	9	-6%	10%	32	-24%
Cc1c([N+](=O)[O-])cc(C(=O)NCc2ccc(F)cc2)cc1[N+](=O)[O-]	-24%	2%	2	26%	5%	16	?
Nc1nc(N2CCCCC2)c(C=O)c(N2CCCCC2)n1	-16%	-15%	11	4%	-2%	-6	11%
CCOC(=O)C1CCN(S(=O)(=O)c2cc(Br)cc3c2N(C(C)=O)C(C)C3)CC1 (stereo unspecified)	8.3µM*	6%	0	?	0%	-9	-1%&-12%
Cn1c(O)c(N=NC(=O)c2ccco2)c2ccccc21	84%[activator]	2%	44*	-3%	-22%	145*	7%
Cc1cc(C)n2nc(SCC(=O)c3cc(C)n(-c4cc(C)on4)c3C)nc2n1	?	-13%	-5	·	4%	-11	4.5µM*
O=C(c1cc(COc2ccc(F)cc2F)on1)N1CCN(C(=O)c2ccco2)CC1	3%	-3%	8	-22%	-11%	-5	-23%
COc1cc(NC(=O)c2ccccc2F)c(OC)cc1NC(=O)CN1CCOCC1	-2%	10%	10	?	-1%	19	?
CC(C)c1ccccc1-n1c(SCc2cc(=O)oc3ccc4ccccc4c23)nnc1-c1cccnc1	13µM*	-16%	-2	8.3µM*	-30%	-8	?
COc1ccc(-c2nnc(SCc3ccc(C(=O)O)cc3)o2)cc1OC	6%	-2%	-2	?	0%	·	12%
C=C(C)C1CC=C(C)/C(=N/NC(=O)c2ccoc2C)C1 (stereo unspecified)	17%	1%	66*	-1%	3%	+	-10%
O=C1c2ccccc2C(=O)c2c1cccc2N1CCN(Cc2ccccc2)CC1	?	-6%	1	?	-7%	48	?
CSc1ccc(NC(=O)NCCN2CCc3ccccc3C2)cc1	7%	2%	16*	31%[activator]	-4%	12	-19%
